High-throughput results (PubChem BioAssay)
Bcl-xL primary: inhibitors of human Bcl-xL, primary screen, biochemical, fluorescence polarization, HTS; Bcl-2-like protein 1 (Homo sapiens), Q07817; GST-Bcl-xL / FITC-Bim BH3 peptide fluorescence polarization; inhibition, % at 10.9 µM; actives 0.7% (n = 320,000); AID 2129, 2009;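 active means inhibition above the mean of all tested compounds plus 3 SD, cutoff set per campaign, cut at about 30% in these data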;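 further: 0% = DMSO wells and 100% = unlabeled Bim-BH3 peptide competitor; inhibitors lower millipolarization by displacing the labeled peptide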
GSTO1 inh: inhibitors of recombinant GSTO1, primary screen, counter-screen for RBBP9 inhibitor project, biochemical, fluorescence polarization | activity-based probe fluorescence polarization | actives 1.1% (n = 300,000) | inhibition, % at 5.96 µM | Glutathione S-transferase omega-1 (Homo sapiens), P78417;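 active means inhibition above the campaign mean inhibition plus 3 SD, cut at about 35% in these data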;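 further: 0% = GSTO1-1 with DMSO and 100% = wells lacking GSTO1-1 enzyme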
Target sequence (P78417 whole entry, looked up): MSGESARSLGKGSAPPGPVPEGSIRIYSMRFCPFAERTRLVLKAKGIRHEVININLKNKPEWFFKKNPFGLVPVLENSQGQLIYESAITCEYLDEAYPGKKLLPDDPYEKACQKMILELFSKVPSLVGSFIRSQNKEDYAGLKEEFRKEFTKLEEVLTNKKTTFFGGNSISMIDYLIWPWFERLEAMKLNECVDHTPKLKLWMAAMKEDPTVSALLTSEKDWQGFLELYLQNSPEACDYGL
PAD4 FP inh: human PAD4 inhibitors, primary screen, biochemical, fluorescence polarization, 1536-well format | recombinant PAD4, RCA probe fluorescence polarization | actives 0.41% (n = 330,000) | inhibition, % at 6.36 µM | AID 485272, 2010;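 active means percent inhibition above a cutoff equal to the mean of all tested compounds plus 3 SD, cut at about 15% in these data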;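 further: 0% = PAD4 with RCA probe and DMSO and 100% = probe without PAD4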
Fam108B counter: mouse Fam108B serine hydrolase inhibitors, primary screen, counter-screen for RBBP9 inhibitor project, biochemical, fluorescence polarization | recombinant Fam108B, FP-Rh probe fluorescence polarization | AID 1947, 2009 | actives 0.33% (n = 300,000) | inhibition, % at 9.51 µM;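 active means inhibition above the screen mean inhibition plus 3 SD, computed separately per campaign, cut at about 18% in these data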;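 further: inhibitors lower polarization as less probe binds the enzyme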
TPT1 inhibitor: Candida albicans TPT1 enzyme inhibitors, primary screen, biochemical, fluorescence polarization; tRNA 2'-phosphotransferase TPT1 (Candida albicans SC5314); recombinant caTPT1, FP RNA substrate dephosphorylation; inhibition, % at 5 µM; actives 0.81% (n = 300,000); AID 1962, 2009;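 active means inhibition above the mean of all tested compounds plus 3 SD, set per screening campaign, cut at about 24% in these data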;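 further: plate controls were DMSO alone for no effect and ferristatin control at 100 nM for full effect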
PME-1 primary: PME-1 inhibitors via competitive probe labeling, primary screen, biochemical, fluorescence polarization, FP-Rh probe, HTS. Protein phosphatase methylesterase 1 (Homo sapiens), Q9Y570. recombinant PME-1. inhibition, % at 5.9 µM. actives 0.53% (n = 320,000);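 active means inhibition above the campaign mean of all compounds plus 3 SD, cut at about 26% in these data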;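 further: competitive labeling of PME-1 active site by serine hydrolase directed probe; 0% = PME-1 with DMSO and 100% = wells lacking PME-1 enzyme; inhibitors block probe labeling so polarization falls and inhibition rises; many of its hits are not listed in these tables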
MCL1 BIM primary: inhibitors of MCL1 binding to BIM-BH3, primary screen, biochemical, fluorescence polarization; actives 0.68% (n = 320,000); AID 2057, 2009; GST-MCL1 / FITC-Bim-BH3 fluorescence polarization; inhibition, % at 10.9 µM;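 active means inhibition above the mean inhibition of all tested compounds plus 3 SD, set per campaign, cut at about 40% in these data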;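 further: 0% = DMSO wells and 100% = unlabeled Bim-BH3 peptide control; higher means more loss of mP so more displacement of Bim peptide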
Target sequence (Q07820 whole entry, looked up): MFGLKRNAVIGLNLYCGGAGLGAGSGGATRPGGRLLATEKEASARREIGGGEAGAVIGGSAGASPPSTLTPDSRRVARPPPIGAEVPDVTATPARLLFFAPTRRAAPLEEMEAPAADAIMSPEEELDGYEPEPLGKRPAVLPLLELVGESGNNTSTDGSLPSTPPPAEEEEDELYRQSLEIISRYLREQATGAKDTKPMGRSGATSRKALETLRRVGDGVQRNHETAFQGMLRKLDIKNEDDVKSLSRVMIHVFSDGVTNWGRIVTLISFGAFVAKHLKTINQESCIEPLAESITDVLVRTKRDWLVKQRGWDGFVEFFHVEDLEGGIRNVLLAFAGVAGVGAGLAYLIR
GLD-1 RNA inh: GLD-1/TGE RNA complex disruptors, primary screen, biochemical, fluorescence polarization; Female germline-specific tumor suppressor gld-1 (Caenorhabditis elegans), Q17339; purified GLD-1 + fluorescein TGE RNA; inhibition, % at 5.96 µM; actives 0.44% (n = 320,000); AID 2280, 2010;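 active means percent inhibition above a per-plate cutoff, the plate mean of test compounds plus 3 SD, cut at about 30% in these data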;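 further: 0% = DMSO wells with GLD-1 and probe and 100% = wells lacking GLD-1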
Target sequence (Q17339 whole entry, looked up): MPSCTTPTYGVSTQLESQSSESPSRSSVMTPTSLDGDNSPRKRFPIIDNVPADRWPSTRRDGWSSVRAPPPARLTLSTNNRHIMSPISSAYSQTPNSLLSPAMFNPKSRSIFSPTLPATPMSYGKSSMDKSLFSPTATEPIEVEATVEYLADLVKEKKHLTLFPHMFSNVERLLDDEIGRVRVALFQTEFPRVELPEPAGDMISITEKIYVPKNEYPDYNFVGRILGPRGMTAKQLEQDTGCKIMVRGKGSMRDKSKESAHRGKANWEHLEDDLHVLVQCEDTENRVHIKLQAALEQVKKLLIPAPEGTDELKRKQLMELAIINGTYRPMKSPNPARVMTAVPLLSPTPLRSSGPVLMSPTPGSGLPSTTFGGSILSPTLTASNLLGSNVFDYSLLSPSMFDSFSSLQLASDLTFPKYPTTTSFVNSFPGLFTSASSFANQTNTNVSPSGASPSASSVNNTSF
MEX-5 binding: MEX-5 zinc finger RNA-binding disruptors – biochemical, C. elegans, fluorescence polarization, MLPCN library, primary screen | Zinc finger protein mex-5 (Caenorhabditis elegans), Q9XUB2 | actives 0.38% (n = 300,000) | MEX-5/FITC-TCR2 RNA binding; hits give low values | AID 1832, 2009 | activity score (negative = inhibition of binding), % at 10 µM;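 active means inhibition past about -25% in most replicates, and total fluorescence under double the plate's negative control median, limit read from the data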;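 further: 0% = DMSO and -100% = 5 µM competing unlabeled TCR2 RNA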
Starred values were filed as active, the others as inactive. A portion of the library, so the mix of outcomes need not match the whole.

Results for O=C(Nc1ccc(Cl)cc1)c1sccc1-n1cccc1 ?
Bcl-xL primary: 3.9; GSTO1 inh: 3.4; PAD4 FP inh: -1.8; Fam108B counter: -4.3; TPT1 inhibitor: -1.0; PME-1 primary: 2.1; MCL1 BIM primary: 1.9; GLD-1 RNA inh: 6.0; MEX-5 binding: -0.8

Results for CCN(CC)S(=O)(=O)c1cccc(-c2nnc(SCCOc3ccc(Cl)cc3)o2)c1 ?
Bcl-xL primary: 2.6; GSTO1 inh: -2.3; PAD4 FP inh: -4.7; Fam108B counter: -3.1; TPT1 inhibitor: 0.3; PME-1 primary: -6.9; MCL1 BIM primary: 6.9; GLD-1 RNA inh: 0.6; MEX-5 binding: -0.1

Results for C=CCNC(=S)N1CCC(C(N)=O)CC1 ?
Bcl-xL primary: 0.3; GSTO1 inh: 7.4; PAD4 FP inh: 1.8; Fam108B counter: -4.6; TPT1 inhibitor: 3.9; PME-1 primary: 0.0; MCL1 BIM primary: 7.3; GLD-1 RNA inh: 9.2; MEX-5 binding: -0.2

Results for COc1ccc(C2c3c(oc4ccccc4c3=O)C(=O)N2Cc2ccncc2)cc1OC (stereo not drawn) ?
Bcl-xL primary: 1.9; GSTO1 inh: -3.2; PAD4 FP inh: -7.5; Fam108B counter: -1.3; TPT1 inhibitor: -1.7; PME-1 primary: -5.8; MCL1 BIM primary: 0.8; GLD-1 RNA inh: 3.2; MEX-5 binding: -1.6

Results for CC1CN(Cc2cc(=O)oc3cc(O)ccc23)CC(C)O1 (stereo not drawn) ?
Bcl-xL primary: 1.6; GSTO1 inh: -3.8; PAD4 FP inh: -1.4; Fam108B counter: -0.8; TPT1 inhibitor: -7.2; PME-1 primary: -3.6; MCL1 BIM primary: -5.9; GLD-1 RNA inh: 3.8; MEX-5 binding: -0.8

Results for O=C(CCS(=O)(=O)c1ccccc1)Nc1ccc(N2CCOCC2)cc1 ?
Bcl-xL primary: -6.9; GSTO1 inh: -9.9; PAD4 FP inh: -1.8; Fam108B counter: -1.9; TPT1 inhibitor: 1.4; PME-1 primary: -2.4; MCL1 BIM primary: -12.5; GLD-1 RNA inh: 3.1; MEX-5 binding: -0.3

What do the screens show for `COc1ccc(CC(=O)Nc2ccc(-c3csc(C)n3)cc2)cc1`?
Bcl-xL primary: 0.5; GSTO1 inh: 1.4; PAD4 FP inh: -2.8; Fam108B counter: -4.6; TPT1 inhibitor: -2.6; PME-1 primary: -9.5; MCL1 BIM primary: 2.3; GLD-1 RNA inh: 0.4; MEX-5 binding: 1.0

Results for O=C1c2ccc(-c3ccc4c(c3)C(=O)N(CCO)C4=O)cc2C(=O)N1CCO ?
Bcl-xL primary: 1.4; GSTO1 inh: -0.4; PAD4 FP inh: -0.9; Fam108B counter: 1.0; TPT1 inhibitor: -2.3; PME-1 primary: -6.0; MCL1 BIM primary: -3.2; GLD-1 RNA inh: -1.1; MEX-5 binding: -3.2

How did Cc1ccc(NC(=O)CSc2nc(=O)cc(N)n2-c2ccccc2)cc1 do in these assays?
Bcl-xL primary: -0.5; GSTO1 inh: 0.9; PAD4 FP inh: -0.9; Fam108B counter: 4.2; TPT1 inhibitor: 4.0; PME-1 primary: 1.3; MCL1 BIM primary: 2.3; GLD-1 RNA inh: 3.7; MEX-5 binding: 0.9

What do the screens show for `Cc1ccc(CN2C(=O)CCC2C(=O)NCc2ccc3c(c2)OCO3)cc1` (stereo not drawn)?
Bcl-xL primary: 2.6; GSTO1 inh: 10.3; PAD4 FP inh: 6.2; Fam108B counter: -0.2; TPT1 inhibitor: -1.3; PME-1 primary: -0.5; MCL1 BIM primary: 3.0; GLD-1 RNA inh: 2.4; MEX-5 binding: -1.9

Results for CCCn1nc(C(=O)NNC(=O)C2CSC3(C)CCC(=O)N23)c2ccccc2c1=O (stereo not drawn) ?
Bcl-xL primary: 4.5; GSTO1 inh: 7.9; PAD4 FP inh: -1.2; Fam108B counter: -0.3; TPT1 inhibitor: -4.1; PME-1 primary: 0.8; MCL1 BIM primary: -2.4; GLD-1 RNA inh: 5.6; MEX-5 binding: -4.3

How did CC(=O)NS(=O)(=O)c1ccc(NC(=O)NC2CCCCC2)cc1 do in these assays?
Bcl-xL primary: 1.2; GSTO1 inh: 3.3; PAD4 FP inh: -0.7; Fam108B counter: 0.7; TPT1 inhibitor: 0.2; PME-1 primary: -3.6; MCL1 BIM primary: 0.7; GLD-1 RNA inh: 6.5; MEX-5 binding: 2.9

What do the screens show for `O=C(c1cc(C2CC2)on1)N1CCCC(N2CCN(c3ccc(F)cc3)CC2)C1` (stereo not drawn)?
Bcl-xL primary: 5.0; GSTO1 inh: 12.7; PAD4 FP inh: -0.1; Fam108B counter: -0.9; TPT1 inhibitor: -4.1; PME-1 primary: -2.8; MCL1 BIM primary: 3.5; GLD-1 RNA inh: 4.7; MEX-5 binding: -2.4

Results for COc1ccc(NC(=O)CN(C)C(=O)c2ccc(S(=O)(=O)Nc3ccccc3F)cc2)cc1 ?
Bcl-xL primary: 1.4; GSTO1 inh: -3.2; PAD4 FP inh: -7.3; Fam108B counter: 0.9; TPT1 inhibitor: 3.9; PME-1 primary: 0.1; MCL1 BIM primary: 5.9; GLD-1 RNA inh: 3.9; MEX-5 binding: 0.7

What do the screens show for `Cc1ccc(C(=O)NC(=S)Nc2cccc(NC(=O)c3ccccc3)c2)cc1[N+](=O)[O-]`?
Bcl-xL primary: 5.3; GSTO1 inh: -8.6; PAD4 FP inh: -1.3; Fam108B counter: 4.8; TPT1 inhibitor: 0.3; PME-1 primary: -3.9; MCL1 BIM primary: 12.1; GLD-1 RNA inh: -2.6; MEX-5 binding: 0.7

What do the screens show for `COc1cccc2c(=O)n(CC(=O)N3CCN(c4ccccc4)CC3)ccc12`?
Bcl-xL primary: 5.4; GSTO1 inh: 1.4; PAD4 FP inh: 2.5; Fam108B counter: 1.0; TPT1 inhibitor: -1.1; PME-1 primary: -3.8; MCL1 BIM primary: -0.4; GLD-1 RNA inh: 2.1; MEX-5 binding: -1.9

What do the screens show for `CCOC(=O)C1=C(CC)Nc2ccccc2N=C1NC(=O)CCNC(C)=O`?
Bcl-xL primary: -5.7; GSTO1 inh: 8.0; PAD4 FP inh: -2.3; Fam108B counter: 0.2; TPT1 inhibitor: 7.4; PME-1 primary: 1.7; MCL1 BIM primary: -6.1; GLD-1 RNA inh: 4.1; MEX-5 binding: -3.7

How did COCc1ccc(CN2CCC(n3nccc3NC(=O)C(OC)c3ccccc3)CC2)o1 (stereo not drawn) do in these assays?
Bcl-xL primary: -0.5; GSTO1 inh: -5.7; PAD4 FP inh: -4.9; Fam108B counter: 0.8; TPT1 inhibitor: -0.9; PME-1 primary: 3.5; MCL1 BIM primary: -0.5; GLD-1 RNA inh: 2.4; MEX-5 binding: -6.3

What do the screens show for `COc1ccc(-n2nc(C(=O)NCC(=O)NCCCN3CCCCCC3)c3ccccc3c2=O)cc1Cl`?
Bcl-xL primary: 2.3; GSTO1 inh: 5.4; PAD4 FP inh: 1.7; Fam108B counter: -5.3; TPT1 inhibitor: -0.2; PME-1 primary: -9.9; MCL1 BIM primary: -7.8; GLD-1 RNA inh: 7.6; MEX-5 binding: 3.8

How did O=C(Nc1sc2c(c1C(=O)O)CCC2)c1ccccc1Cl do in these assays?
Bcl-xL primary: -0.8; GSTO1 inh: -36.3; PAD4 FP inh: -0.4; Fam108B counter: 5.8; TPT1 inhibitor: 2.5; PME-1 primary: 6.0; MCL1 BIM primary: 0.0; GLD-1 RNA inh: 7.1; MEX-5 binding: 0.4

How did O=C(CN1CCCCCC1)N/N=C/c1cccs1 do in these assays?
Bcl-xL primary: 3.0; GSTO1 inh: -3.3; PAD4 FP inh: 0.1; Fam108B counter: -1.7; TPT1 inhibitor: -3.1; PME-1 primary: -1.4; MCL1 BIM primary: 2.4; GLD-1 RNA inh: 9.2; MEX-5 binding: -3.4

Results for CCNc1nc(Oc2ccccc2)nc(OC(C)C(=O)OCC)n1 (stereo not drawn) ?
Bcl-xL primary: -3.3; GSTO1 inh: -1.5; PAD4 FP inh: 1.0; Fam108B counter: -0.7; TPT1 inhibitor: -4.5; PME-1 primary: -2.1; MCL1 BIM primary: 5.6; GLD-1 RNA inh: 8.0; MEX-5 binding: 1.6

Results for C=CCN1C(=O)C(CC(=O)NCC)SC1=Nc1ccc(S(N)(=O)=O)cc1 (stereo not drawn) ?
Bcl-xL primary: 2.5; GSTO1 inh: -4.2; PAD4 FP inh: -0.6; Fam108B counter: 1.8; TPT1 inhibitor: 0.0; PME-1 primary: 2.0; MCL1 BIM primary: 8.6; GLD-1 RNA inh: 5.6; MEX-5 binding: -0.5

Results for CC(C)NC(=O)Nc1ccc(Br)cc1Cl ?
Bcl-xL primary: -0.2; GSTO1 inh: 5.2; PAD4 FP inh: -3.2; Fam108B counter: 3.7; TPT1 inhibitor: 0.1; PME-1 primary: 9.8; MCL1 BIM primary: -1.1; GLD-1 RNA inh: -0.4; MEX-5 binding: -1.5

Results for Cn1cnc(S(=O)(=O)Nc2ccc(C(F)(F)F)cc2)c1 ?
Bcl-xL primary: 6.3; GSTO1 inh: 7.1; PAD4 FP inh: 3.9; Fam108B counter: -1.3; TPT1 inhibitor: -6.8; PME-1 primary: -5.7; MCL1 BIM primary: -6.2; GLD-1 RNA inh: -4.4; MEX-5 binding: -2.1

Results for CC(C)(C)c1ccc(Oc2ccc(NC(=O)c3ccccc3C(=O)O)cn2)cc1 ?
Bcl-xL primary: -0.2; GSTO1 inh: 6.1; PAD4 FP inh: 1.5; Fam108B counter: -1.1; TPT1 inhibitor: -4.1; PME-1 primary: -0.8; MCL1 BIM primary: -6.8; GLD-1 RNA inh: 2.2; MEX-5 binding: 0.1

What do the screens show for `COc1ccccc1NC(=O)c1ccc(NS(=O)(=O)c2ccc(F)c(Cl)c2)cc1`?
Bcl-xL primary: -2.7; GSTO1 inh: -3.0; PAD4 FP inh: 4.1; Fam108B counter: -4.2; TPT1 inhibitor: 0.5; PME-1 primary: 2.0; MCL1 BIM primary: 4.4; GLD-1 RNA inh: -1.5; MEX-5 binding: 0.4

Results for CN(C)Cc1ccccc1Sc1cccc2ccccc12 ?
Bcl-xL primary: 2.0; GSTO1 inh: 2.6; PAD4 FP inh: 0.3; Fam108B counter: 0.0; TPT1 inhibitor: -2.8; PME-1 primary: 1.4; MCL1 BIM primary: -4.6; GLD-1 RNA inh: 0.5; MEX-5 binding: 1.5

What do the screens show for `O=C(NN=C1CCCC1)C(=O)Nc1cccc(C(F)(F)F)c1`?
Bcl-xL primary: -4.2; GSTO1 inh: 9.8; PAD4 FP inh: -0.4; Fam108B counter: -0.6; TPT1 inhibitor: 5.7; PME-1 primary: -7.1; MCL1 BIM primary: -2.7; GLD-1 RNA inh: 3.2; MEX-5 binding: 2.8
